HEK293 tox: Cytotoxic Profiling in HEK 293 Cell Line of Diverse Libraries Using Quantitative High-Throughput Screening. HEK 293 viability, ATP luminescence (CellTiter-Glo), 48-72 h. Potency, µM (highest dose often 115 µM), for the others: at the highest dose activity change, negative = cytotoxicity, hits mostly inhibitors. actives 6.6% (n = 94,000). AID 1345083, 2018; note: potency is the fitted concentration of half-maximal effect; nearly all actives have a fitted effect of over 60% in size
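250 HEK 293 cells/well; compound by pintool; incubated 48 or 72 hr at 37 degree Celsius; CellTiter-Glo added, 10 min RT, luminescence imaged.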
FLuc inh: Firefly luciferase inhibition profiling of diverse chemical library using quantitative high-throughput screening | purified P. pyralis luciferase, luminescence, biochemical | Potency, µM (doses to about 115 µM), inactives show at the top dose activity change, negative = inhibition, usual class: inhibitors | actives 2.5% (n = 76,000); note: potency is the fitted concentration of half-maximal effect; nearly all actives have a fitted effect of over 65% in size
Target sequence (P08659 whole entry, looked up): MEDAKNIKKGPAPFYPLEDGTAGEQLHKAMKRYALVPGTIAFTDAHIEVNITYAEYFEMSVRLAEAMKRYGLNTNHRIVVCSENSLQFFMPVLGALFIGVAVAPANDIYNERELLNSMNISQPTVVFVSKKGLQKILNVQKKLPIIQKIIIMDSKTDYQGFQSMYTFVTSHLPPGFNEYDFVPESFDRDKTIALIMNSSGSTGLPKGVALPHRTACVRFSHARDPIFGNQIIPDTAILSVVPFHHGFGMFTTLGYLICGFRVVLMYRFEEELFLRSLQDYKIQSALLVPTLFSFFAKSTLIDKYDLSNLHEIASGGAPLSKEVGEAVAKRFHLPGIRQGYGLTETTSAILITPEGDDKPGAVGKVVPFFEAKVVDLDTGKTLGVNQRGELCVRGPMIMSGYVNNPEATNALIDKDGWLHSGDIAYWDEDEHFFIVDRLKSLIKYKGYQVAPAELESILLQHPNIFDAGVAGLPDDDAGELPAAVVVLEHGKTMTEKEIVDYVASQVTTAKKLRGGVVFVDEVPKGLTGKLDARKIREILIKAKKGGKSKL
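Purified P. pyralis luciferase (10nM final) in 50mM Tris acetate pH 7.5, 10mM Mg acetate, 0.01% Tween-20, 0.05% BSA with 10uM D-luciferin and 10uM ATP. Compounds titrated qHTS. Luminescence imaged on CCD.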
SNCA viab count: GF-AFC viability counterscreen for inhibitors of alpha-synuclein gene (SNCA) expression | HEK-293-SNCA-luc viability, GF-AFC fluorescence, 24 h | Potency, µM (doses to about 57.1 µM), for the others: at the highest dose activity change, negative = cytotoxicity, most hits filed as cytotoxic | actives 0.12% (n = 150,000) | AID 1671193, 2021;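 note: potency is the fitted concentration of half-maximal effect; 0% = DMSO-treated cells and -100% = medium-only wells without cells; nearly all actives have a fitted effect of over 30% in size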
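HEK-293-SNCA-luc cells (1500/well) plated 24 h, then exposed 24 h to a dilution series; GF-AFC added 30 min at 37C, fluorescence 405/540 nm; normalised to medium-only and DMSO wells, Hill fit.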
NIH3T3 tox: Cytotoxic Profiling in NIH 3T3 Cell Line of Diverse Libraries Using Quantitative High-Throughput Screening; Potency, µM (titrated, usually from 96.7 µM), for the others: top-dose activity change, negative = cytotoxicity, usual class: inhibitors; NIH 3T3 viability, CellTiter-Glo ATP luminescence, 48-72 h; AID 1345082, 2018; actives 4.3% (n = 94,000); note: potency is the fitted concentration of half-maximal effect; nearly all actives have a fitted effect of over 55% in size
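Luminescent ATP readout (CellTiter-Glo, 10 min RT) after 48 or 72 hr compound exposure of NIH 3T3 cells seeded at 400 cells/well in 1536-well format; quantitative HTS.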
SNCA expr inhib: Primary qHTS assay for inhibitors of alpha-synuclein gene (SNCA) expression; HEK-293 SNCA-luciferase knock-in, luminescence, 24 h; Potency, µM (series often up to 57.2 µM), for inactives: top-dose activity change, negative = inhibition, usual class: inhibitors; actives 0.17% (n = 140,000); AID 1671194, 2021;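 note: potency is the fitted concentration of half-maximal effect; plate controls were DMSO cells for no effect and cell-free wells for full effect; nearly all actives have a fitted effect of over 45% in size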
GPT2 inh: Primary qHTS assay for inhibitors of Glutamate pyruvate transaminase 2 (GPT2); Potency, µM (titrated, usually from 57.7 µM), inactives show at the top dose activity change, negative = inhibition, actives largely listed as inhibitors; AID 1671188, 2021; actives 0.25% (n = 100,000); Recombinant GPT2, coupled pyruvate oxidase/HRP Amplex Red fluorescence; note: potency is the fitted concentration of half-maximal effect; nearly all actives have a fitted effect of over 60% in size; many of its hits are not listed in these tables
Target sequence (Q8TD30 whole entry, looked up): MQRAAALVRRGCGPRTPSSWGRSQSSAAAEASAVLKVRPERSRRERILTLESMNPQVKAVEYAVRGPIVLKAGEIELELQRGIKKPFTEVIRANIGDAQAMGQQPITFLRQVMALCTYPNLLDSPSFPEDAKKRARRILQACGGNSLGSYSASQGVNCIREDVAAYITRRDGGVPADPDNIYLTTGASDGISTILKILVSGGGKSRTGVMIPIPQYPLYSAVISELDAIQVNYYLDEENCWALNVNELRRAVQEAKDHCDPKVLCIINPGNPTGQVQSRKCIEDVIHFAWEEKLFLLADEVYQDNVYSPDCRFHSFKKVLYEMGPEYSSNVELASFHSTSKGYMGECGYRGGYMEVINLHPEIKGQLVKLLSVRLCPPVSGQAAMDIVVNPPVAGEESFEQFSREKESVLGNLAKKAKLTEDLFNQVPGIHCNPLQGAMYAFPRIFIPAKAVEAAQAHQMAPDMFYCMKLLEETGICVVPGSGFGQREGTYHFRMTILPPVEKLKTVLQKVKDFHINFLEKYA
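Fluorescence read-out: pyruvate from GPT2 turnover coupled to pyruvate oxidase, HRP and Amplex Red (0.2mM ThPP, 0.2U/mL PO and HRP, 50uM Amplex final). Substrates 250uM a-KG, 2mM L-alanine; enzyme 10ng/uL; 30 min RT.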
IP6K1 inhibitor: Primary qHTS assay for small molecule inhibitors of Inositol hexaphosphate kinase 1 (IP6K1) | IP6K1 kinase, ADP-Glo luminescence, 2 h; hits give low values | activity change, % (series mostly up to about 58 µM) | actives 0.81% (n = 140,000) | AID 1645851, 2021; in the data active = activity change below about -25%
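ADP-Glo luminescence measures ADP made by human IP6K1 during a 2 h RT reaction with ATP/IP6 (mix at 1.3 mM/130 uM); top library doses 57.5 and 19.1 uM final.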
Numbers without * were called inactive; i = inactive; ? = inconclusive; . = no result given; & = joins results of further samples; [ ] = remark or other dose. Unless noted, calls come from the whole dose curve; as a rule, active = well fitted curve in the direction sought with a large enough effect; inconclusive = small, poorly fitted or top-dose-only effect, or another doubt; inactive = no such curve, though single readings can be large; an effect the other way counts as inactive or inconclusive. Unless noted, % is set by controls: 0 for no effect and ±100 for the full control effect.

molecule,FLuc inh,IP6K1 inhibitor,SNCA expr inhib,SNCA viab count,GPT2 inh,HEK293 tox,NIH3T3 tox
CCC(CC)(CNC(=O)CCCO)c1cccc(OC)c1,.,5,24%[25.6 µM],-12%[23.9 µM],-7%,.,.
CN1CCC2(CC1)CNCc1ccccc1O2,-12%,9,-15%,0%,i,-34%,-21%
C=C[C@H]1CN2CC[C@H]1C[C@@H]2CNC(=O)C(N)=O,-3%[230 µM],-2,8%[87.6 µM],-3%[87.6 µM],i,i,0%[230 µM]
c1ccc(CN2C[C@H](c3ccc4c(c3)OCO4)[C@@H]3[C@H]2C2CCN3CC2)nc1,-3%,18,18%,3%,i,-3%,?
O=[S+]1([O-])NC2(CCN(Cc3ccccn3)C2)CNc2ccccc21 (configuration not stated),-5%,39,-14%,5%,i,-28%,-21%
C=C[C@H]1CN2CC[C@H]1C[C@@H]2CNC(=O)COCC(=O)O,1%[230 µM],11,-9%[87.6 µM],4%[87.6 µM],3%[88.5 µM],0%[230 µM],?
O=C(Cc1cccnc1)N1[C@H]2CC[C@@H]1c1cnc(-c3ccc(F)cc3)nc1C2,8%,-8,-1%,-2%,i,?,-29%
COc1ccccc1-c1cc([C@H]2CN3CC[C@H]2C[C@@H]3COC(=O)Nc2ccc(C(C)C)cc2)n(C)n1,-4%,-9,-10%,-8%,3%,28µM*,22µM*
O=C(Cc1ccccc1)N1[C@H]2CC[C@@H]1c1cnc(-c3ccccc3)nc1C2,0%,5,30%,8%,i,?,-26%
CC(C)NC(=O)NC[C@H]1C[C@@H]2CCN1C[C@@H]2c1cc(C2CCCCC2)nn1C,-4%[172 µM],-9,1%[87.6 µM],-2%[87.6 µM],1%[88.5 µM],-6%[172 µM],?
CC(C)CCN1CCC2CC(=O)NCCC2C1 (configuration not stated),.,-6,-21%[87.6 µM],-4%[87.6 µM],-2%[88.5 µM],i,i
O=C(Nc1ccccc1)N1[C@H]2CC[C@@H]1c1cncnc1C2,-1%,14,-4%,0%,i,-1%,i
COc1ccc(Br)cc1C1SCC(=O)Nc2c1c(C)nn2-c1ccccc1C (configuration not stated),.,-9,?,?,.,.,.
FC(F)(F)CN1C2CCC1CN(c1cncc(Br)c1)C2,.,9,-3%,-8%,2%,-3%,-11%
CSc1ccc(-c2ccc(=O)n3c2[C@@H]2C[C@@H](CN(C(=O)Nc4cccc(F)c4)C2)C3)cc1,-15%,-9,46%[activator],-22%,?,?,?

Given field by field: part of the list above
O=C(Cc1cccnc1)N1[C@H]2CC[C@@H]1c1cnc(-c3ccc(F)cc3)nc1C2
  FLuc inh: 8%
  IP6K1 inhibitor: -8
  SNCA expr inhib: -1%
  SNCA viab count: -2%
  GPT2 inh: i
  HEK293 tox: ?
  NIH3T3 tox: -29%
CCC(CC)(CNC(=O)CCCO)c1cccc(OC)c1
  FLuc inh: .
  IP6K1 inhibitor: 5
  SNCA expr inhib: 24%[25.6 µM]
  SNCA viab count: -12%[23.9 µM]
  GPT2 inh: -7%
  HEK293 tox: .
  NIH3T3 tox: .
CSc1ccc(-c2ccc(=O)n3c2[C@@H]2C[C@@H](CN(C(=O)Nc4cccc(F)c4)C2)C3)cc1
  FLuc inh: -15%
  IP6K1 inhibitor: -9
  SNCA expr inhib: 46%[activator]
  SNCA viab count: -22%
  GPT2 inh: ?
  HEK293 tox: ?
  NIH3T3 tox: ?

Further structures follow.
molecule,FLuc inh,IP6K1 inhibitor,SNCA expr inhib,SNCA viab count,GPT2 inh,HEK293 tox,NIH3T3 tox
CC[C@H](O)[C@@H](C)[C@H]1O[C@@H]1C[C@H](C)/C=C/C=C(\C)[C@H]1OC(=O)C[C@H](O)CC[C@@](C)(O)[C@@H](OC(C)=O)/C=C/[C@@H]1C,.,-18,.,-38%,-4%,.,.
Cc1cccc(OCC(=O)N2CCC3(CC2)c2nccn2-c2ccccc2CN3C)c1,-7%,15,1%,-4%,i,-21%,-7%
CN(Cc1ccccc1)Cc1cn(C[C@H]2C[C@@H]3CCN2C[C@@H]3C(=O)N2CCOCC2)nn1,10%,2,-13%,5%,-7%,-5%,-12%
Cc1nc(-c2ccccc2Br)cc([C@H]2CN3CC[C@H]2C[C@@H]3CNC(=O)c2ccco2)n1,0%,5,-14%,-8%,i,-18%,?
CC1=CC2/C=C(\C)CCC(O)C3OC(C)(C)OC3CC(=O)OC23C(=O)NC(CC(C)C)C3C1C (configuration not stated),.,-7,.,-1%[23.9 µM],0%[27.3 µM],.,.
COc1ccc(-n2c(/C=C\c3ccccc3F)nc3ccccc3c2=O)c(OC)c1,.,2,-15%,-4%,.,.,.
Cc1ncc2c(n1)C[C@@H]1CC[C@H]2N1C(=O)NC1CCCC1,0%,-11,5%,0%,i,1%,-1%
COc1cc2c(cc1O)C1(C)CCC(O)C(C)(C)C1CC2=O (configuration not stated),.,-8,.,-12%,0%,.,.
C[C@@H]1C[C@@H](O)[C@]2(O)O[C@@H]3C[C@@]4(C=O)C(CC[C@@H]5C4CC[C@]4(C)[C@@](O)(C6=CC(=O)OC6)CC[C@]54O)C[C@H]3OC2O1 (some centres not stated),.,5,.,?,i,.,.
COc1c(C(C)C)cc2c(c1O)[C@@]1(C(=O)O)CCCC(C)(C)C1CC2 (some centres not stated),.,0,.,-23%,2%[27.3 µM],.,.
Oc1ccc2c(c1)C13CCCC[C@H]1[C@@H](C2)N(CC1CCC1)CC3,.,0,.,-17%,0%,.,.
CC(=O)Nc1ccc(S(=O)(=O)NC[C@H]2C[C@@H]3CCN2C[C@@H]3c2cc(-c3ccccc3Br)nc(C)n2)cc1,0%,8,9%,-7%,-6%,?,?
CSc1ncc(C(=O)Nc2ccc(Cl)cc2C(=O)c2ccccc2)c(C)n1,.,1,0%,-5%,.,.,.
N#Cc1ccccc1NC(=O)c1cccn(Cc2ccccc2)c1=O,.,-1,-4%,-1%,.,.,.
CCCS(=O)(=O)N1CC[C@@H]2COCCN(C)[C@@H]2C1,9%,-1,3%,0%,5%,-5%,-6%

2 entries from above, with values under each structure.
Every second line gives: FLuc inh, IP6K1 inhibitor, SNCA expr inhib, SNCA viab count, GPT2 inh, HEK293 tox, NIH3T3 tox
COc1c(C(C)C)cc2c(c1O)[C@@]1(C(=O)O)CCCC(C)(C)C1CC2 (some centres not stated)
  ., 0, ., -23%, 2%[27.3 µM], ., .
Cc1nc(-c2ccccc2Br)cc([C@H]2CN3CC[C@H]2C[C@@H]3CNC(=O)c2ccco2)n1
  0%, 5, -14%, -8%, i, -18%, ?

More results:
molecule,FLuc inh,IP6K1 inhibitor,SNCA expr inhib,SNCA viab count,GPT2 inh,HEK293 tox,NIH3T3 tox
C#CCN(C)C[C@H]1CN2CC[C@H]1C[C@@H]2CNC(=O)Nc1ccccc1,?,-9,8%[87.6 µM],1%[87.6 µM],1%[88.5 µM],0%[172 µM],-6%[174 µM]
CCCCc1cn(C[C@H]2CC3CCN2C[C@@H]3C(=O)NCc2ccco2)nn1 (some centres not stated),-18%[172 µM],10,-15%[87.6 µM],1%[87.6 µM],-25%[88.5 µM],-22%[172 µM],-13%[174 µM]
Cn1nc(C2CCCCC2)cc1[C@H]1CN2CC[C@H]1C[C@@H]2CNC(=O)Nc1ccccc1,-21%[172 µM],7,4%[87.6 µM],-15%[87.6 µM],-7%[88.5 µM],32µM*,28µM*
Cn1nc(-c2cccs2)cc1[C@H]1CN2CC[C@H]1C[C@@H]2CNC(=O)C1CCCCC1,-9%[172 µM],-18,-11%[87.6 µM],-7%[87.6 µM],-15%[88.5 µM],?,?
Cc1cccc(C2CC(=O)Oc3c2c(=O)oc2ccccc32)c1 (configuration not stated),.,-16,-6%,26%,.,.,.
C=CCN(C)C[C@H]1CN2CC[C@H]1C[C@@H]2CNC(=O)COC,-8%[172 µM],-5,1%[87.6 µM],1%[87.6 µM],0%[88.5 µM],-1%[172 µM],-23%[174 µM]
O=C1OCC2(CCN(Cc3cccc(Cl)c3)C2)N1c1ccncc1 (configuration not stated),3%[172 µM],-5,-15%[87.6 µM],14%[87.6 µM],-4%[88.5 µM],?,-14%[138 µM]
C=CCN1C[C@H](C)N([C@H](c2ccc(C(=O)N(CC)CC)cc2)c2cccc(OC)c2)C[C@H]1C,.,-3&17,-19%[25.6 µM],6%[12.5 µM],3%,.,.
Cc1ccc(C(=O)N2[C@H]3CC[C@@H]2c2cnc(-c4ccccc4)nc2C3)cn1,6%,15,13%,9%,i,-13%,-9%
COc1cc2c(cc1CCc1ccccc1)N(C(=O)C(C)C)CC21CCN(C(C)=O)CC1,5%[172 µM],5,?,?,?,89µM*,-98%[138 µM]
CCc1ccc(NC(=O)c2cccn(Cc3cccc([N+](=O)[O-])c3)c2=O)cc1,.,13,-8%,6%,.,.,.
CSc1cccc(NC(=O)NC[C@H]2C[C@@H]3CCN2C[C@@H]3CN2CCN(c3ccccc3)CC2)c1,13%,12,5%,4%,i,22µM*,20µM*
CC(C)[C@H]1C(=O)N[C@H](CO)Cc2c[nH]c3cccc(c23)N1C,.,.,0%,-15%,15µM*,.,.
O=C(C1CCCCC1)N1[C@H]2CC[C@@H]1c1cnc(-c3ccc(F)cc3)nc1C2,3%,13,-13%,-16%,-14%,-34%,-30%
C=C[C@H]1CN2CC[C@H]1C[C@@H]2CNC(=O)c1ccc2ccccc2c1,-1%[172 µM],4,-4%[87.6 µM],2%[87.6 µM],3%[88.5 µM],-23%[172 µM],?
Cc1c(C(c2ccc(F)cc2)c2c(O)c3ccccc3oc2=O)c(=O)n(-c2ccccc2)n1C (configuration not stated),.,-10,-13%,0%,.,.,.
Cn1nccc1CN1CCCC2(CC(c3cccnc3)=NO2)C1 (configuration not stated),.,19,-2%,2%,0%,0%,-13%
CC(C)C1(OO)C=C2C(=O)CC3C(C)(C(=O)O)CCCC3(C)C2CC1 (configuration not stated),.,-4,.,6%,?,.,.
Cc1cccc(OCC(=O)N2CCN(Cc3cc(=O)n4nc(-c5ccccc5Cl)sc4n3)CC2)c1,.,-30*,10%,4%,.,.,.
CC(=O)c1c(O)c(C)c(O)c(Cc2c(O)c3c(c(C(=O)/C=C/c4ccccc4)c2O)OC(C)(C)C=C3)c1O,.,.,18%,-2%,-11%,.,.

The list is partial, so the mix of outcomes need not match the whole.
